# influenza NS1A – H1N1 influenza NS1A inhibitors, functional cell based assay (AID 504329) | inhibition, % at 12.5 µM; hits with a dose series show IC50 in µM | NS1A functional cell-based assay, percent inhibition; higher % means a stronger effect | 340,000 tested, 0.3% active; in the data active = a potency from the dose series; inconclusive = inhibition above about 27% without an active follow-up result; note: strong numbers were not always called active
# M. tuberculosis – growth inhibition of non-replicating M. tuberculosis (AID 488890) | Mycobacterium tuberculosis non-replicating, growth inhibition; higher % means a stronger effect | inhibition, % at 25 µM, or IC50 in µM where a hit was titrated | 320,000 tested, 0.39% active; in the data active = a potency from the dose series; inconclusive = inhibition mostly from about 82% at the one dose, without a potency; inactive = the rest, 99 in 100 with inhibition below about 76%;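 note: plate controls were DMSO cells for no effect and high antibiotic wells for full effect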
# Salmonella PhoP GFP – PhoP regulon inhibitors, Salmonella typhi PhoP promoter GFP reporter, confirmatory (AID 1850) | 310,000 tested, 0.33% active | Salmonella Typhi PhoP-promoter GFP reporter, fluorescence, 4 h; higher % means a stronger effect | inhibition, % at 50 µM, or IC50 in µM where a hit was titrated; in the data active = a potency from the dose series; inconclusive = inhibition mostly from about 25% at the one dose, without a potency; inactive = the rest, 99 in 100 with inhibition below about 19%;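 note: 0% = induced wells with vehicle and 100% = uninduced wells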
# H37Rv inhibition – M. tuberculosis growth inhibition, HTS (AID 449762); M. tuberculosis H37Rv growth inhibition, 7H9 media; higher % means a stronger effect; one-dose inhibition, % at 25 µM; IC50 in µM for titrated hits; 330,000 tested, 0.59% active; in the data active = a potency from the dose series; inconclusive = inhibition above about 70% without an active follow-up result;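 note: bacterial growth assessed after seven days of incubation; strong numbers were not always called active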
# VEEV TC-83 Vero – inhibitors of VEEV TC-83 cytopathic effect, confirmation, Vero cells (AID 588727); inhibition, % at 20 µM; hits with a dose series show IC50 in µM; Vero cells, VEEV TC-83 cytopathic effect inhibition; higher % means a stronger effect; 350,000 tested, 0.13% active; in the data active = a potency from the dose series; inconclusive = inhibition mostly from about 14% at the one dose, without a potency; inactive = the rest, 99 in 100 with inhibition below about 12%; note: strong numbers were not always called active
# VEEV TC-83 Vero 10K pilot screen – further read-out of VEEV TC-83 Vero, marked with its call; inhibition, %; measured here: 10K pilot screen inhibition
# The depositor's hits bear a star; i = inactive; ? = inconclusive; . = no result given; & = joins results of further samples.
SMILES,influenza NS1A,M. tuberculosis,Salmonella PhoP GFP,H37Rv inhibition,VEEV TC-83 Vero,others
COc1ccc(NC(=O)CN(C)C(=O)c2ccc(N3CCCCC3)c([N+](=O)[O-])c2)cc1,5%,22%,-8%,10%,1.5%,
COc1ccccc1NC(=O)C1=C(C)Nc2nc(CCCO)nn2C1c1cccnc1 (stereo not drawn),1%,1%,-5%&12%,-3%,1.1%,
O=C(COC(=O)c1ccc2ncsc2c1)Nc1cc([N+](=O)[O-])ccc1Cl,-5%,9%,.,-11%,2.3%,
Cc1cccc(NC(=O)CCNC(=O)c2ccco2)c1C,-8%,14%,3%,3%,1.0%,
CCN(CC)S(=O)(=O)c1ccc(Cl)c(NC(=O)CSc2cccc[n+]2[O-])c1,-4%,-6%,7%,-4%,9.1%,
COc1ccccc1C(=O)N/C(=C/c1ccc(Br)cc1)C(=O)NCC(=O)O,-4%,-2%,0%,-6%,i,
COc1ccc(Oc2c(Cl)cnn(-c3ccc(Cl)c(Cl)c3)c2=O)cc1,-7%,11%,0%,4%,1.5%,
CC(=O)c1ccc(OC(=O)CCc2ccccc2)cc1,-3%,30%,-9%,2%,i,
NC(=O)c1ccc(SCC(=O)OCC(=O)N2CCCCC2)c([N+](=O)[O-])c1,8%,-4%,2%,0%,2.1%,
COC(=O)c1c(C)[nH]c(C(=O)COC(=O)c2c(C)noc2C)c1C,-9%,-1%,.,6%,1.8%,
COc1ccc(CCNC(=O)Cc2cc(OCc3ccccc3)c(OC)cc2[N+](=O)[O-])cc1OC,-17%,25%,1%,5%,7.6%,
CC(=O)Nc1ccc(S(=O)(=O)Nc2cccc(-n3cnnn3)c2)cc1,-2%,-9%,12%,6%,1.5%,
COc1ccccc1/C=C/CN1CCC(Oc2ccc(C(=O)N3CCCCC3)cc2)CC1,8%,?,1%,69%,3.9%,
O=C(O)Cc1ccc(C(=O)CSc2ccccc2)s1,-2%,-12%,-1%,1%,2.5%,
CCOC(=O)C(C(=O)OCC)C(C[N+](=O)[O-])c1ccccc1 (stereo not drawn),-3%,70%,0%,-2%,i,
CCOC(=O)COn1c(=O)c(-c2ccco2)[n+]([O-])c2ccccc21,5%,-12%,-2%,-4%,0.4%,
CCCN1C(=O)C(Cc2nc3ccccc3c(=O)n2-c2ccccc2)c2ccccc21 (stereo not drawn),5%,8%,4%,7%,11%,
CC(=O)c1ccc(N2CCN(C(=O)Nc3ccc(F)cc3)CC2)cc1,7%,31%,4%,7%,1.7%,
Cc1onc(CO)c1C(=O)Nc1nccs1,3%,2%,4%,35%,2.1%,
CCCOc1cccc(C2C(C(=O)c3ccco3)=C(O)C(=O)N2CCCn2ccnc2)c1 (stereo not drawn),10%,-4%,-15%,6%,2.4%,
CCN(CC)C(=O)c1[nH]cnc1C(=O)Nc1cccc(Cl)c1,-14%,64%,.,3%,7.2%,
COc1ccccc1OCc1csc(NC(=O)c2ccco2)n1,4%,-2%,1%,0%,10%,
CCOCCCNC(=O)c1cccc(NC(=O)C2=C(C)OCCS2)c1,-7%,-10%,-9%,0%,0.4%,
CCOC(=O)CSc1nc(N)c(C#N)c(-c2ccc(OC)cc2)c1C#N,5%,?,8%,3%,0.9%,
CNc1snc(C)c1C(=O)OC(C)C(=O)Nc1ccc(F)cc1 (stereo not drawn),-6%,22%,.,-5%,2.4%,

# Continued, overlapping the part above by 2 compounds.
SMILES,influenza NS1A,M. tuberculosis,Salmonella PhoP GFP,H37Rv inhibition,VEEV TC-83 Vero,others
CCOC(=O)CSc1nc(N)c(C#N)c(-c2ccc(OC)cc2)c1C#N,5%,?,8%,3%,0.9%,
CNc1snc(C)c1C(=O)OC(C)C(=O)Nc1ccc(F)cc1 (stereo not drawn),-6%,22%,.,-5%,2.4%,
O=CNC(n1cnc2c(N3CCOCC3)ncnc21)C(Cl)(Cl)Cl (stereo not drawn),-20%,4%,-2%,-2%,4.8%,
COc1ccc2c(C(=O)CN3CCSCC3)c[nH]c2c1,4%,-5%,9%,-5%,0.7%,
COC(=O)c1ccsc1NC(=O)CN1C(=O)CCC1=O,31%,.,-1%,1%,1.1%,
COc1ccc(OC)c(-c2cc(C(=O)Nc3ccccc3C(N)=O)c3ccccc3n2)c1,.,-3%,0%,58%,10%,
Cc1ccc(C)c(S(=O)(=O)Nc2ccc(C(=O)NCCc3ccccn3)cc2)c1,11%,14%,3%,-8%,0.9%,
CC(=O)O/N=C/c1c(Cl)n(C)c2ccccc12,8%,19%,6%,?,0.5%,
CCn1nnc2cc(C(=O)NCC(c3ccccc3OC)N(C)C)ccc21 (stereo not drawn),0%,24%,-1%,-7%,1.0%,
CC(C)(C)c1ccc(C(=O)NC(=S)NCc2cccnc2)cc1,3%,?,2%,?,0.6%,
O=C(C1=C(O)C(=O)N(CC2CCCO2)C1c1ccccc1)c1ccco1 (stereo not drawn),4%,9%,13%,0%,2.0%,
COc1ccccc1CNC(=O)/C=C/c1cc2c(cc1Br)OCO2,0%,-9%,-18%,-3%,0.7%,
Cc1ccc(N2CCN(/N=C/c3ccccc3)CC2)cc1,-4%,-8%,-13%,-12%,i,
OCCSc1nnc(Nc2ccccc2)s1,-18%,7%,-16%,-16%,1.4%,
CSCC[C@H](NC(=O)OC(C)(C)C)C(=O)N1CCC(C(=O)N[C@H](C(=O)O)C(C)C)CC1,-7%,-1%,-5%,-16%,0.3%,
CCCCc1nnc(NC(=O)CSc2nc(=O)cc(N)n2-c2ccccc2)s1,4%,23%,-14%,1%,0.6%,
COc1cccc(C(=O)/C=C/Nc2cccc(O)c2)c1,-3%,26%,-17%,6%,2.6%,
CCC(C(=O)Nc1nccs1)c1ccccc1 (stereo not drawn),6%,9%,-3%,11%,2.2%,
Cc1nc(-c2ccccc2)sc1C(=O)/C=C/c1ccccc1,-2%,80%,6%,10µM*,36%,
Cc1ccc(Cn2c(=N)c(C#N)cc3c(=O)n4cccc(C)c4nc32)cc1,.,1%,-24%,12%,.,
CCC(C)(C)n1nnnc1C(c1ccccc1)N1CCN(Cc2ccccc2)CC1 (stereo not drawn),-5%,25%,4%,-5%,1.0%,
CCC(=O)N(c1nnc(SCC(=O)Nc2ccc(N3CCOCC3)cc2)s1)C1CC1,-4%,-14%,.,-14%,0.3%,
COc1ccccc1C(=O)N(Cc1ccco1)C1CCS(=O)(=O)C1 (stereo not drawn),-16%,4%,-8%,-1%,0.9%,
O=C(CNC(=O)c1ccc(Br)o1)NCCc1ccc(F)cc1,-9%,-11%,-7%,-16%,2.1%,
Cc1ccc(S(=O)(=O)/C(C#N)=C/c2ccccc2OCc2ccccc2)cc1,3%,0%,11%,2%,i,
O=C(C1=C(c2ccccc2)C(=O)c2ccccc2C1=O)c1ccccc1,25%,.,.,.,i,
N#CCC(=O)NCC1(c2ccccc2)CCCC1,0%,1%,0%,-4%,0.4%,

# Continued; it opens with the 6 that closed the last part.
SMILES,influenza NS1A,M. tuberculosis,Salmonella PhoP GFP,H37Rv inhibition,VEEV TC-83 Vero,others
CCC(=O)N(c1nnc(SCC(=O)Nc2ccc(N3CCOCC3)cc2)s1)C1CC1,-4%,-14%,.,-14%,0.3%,
COc1ccccc1C(=O)N(Cc1ccco1)C1CCS(=O)(=O)C1 (stereo not drawn),-16%,4%,-8%,-1%,0.9%,
O=C(CNC(=O)c1ccc(Br)o1)NCCc1ccc(F)cc1,-9%,-11%,-7%,-16%,2.1%,
Cc1ccc(S(=O)(=O)/C(C#N)=C/c2ccccc2OCc2ccccc2)cc1,3%,0%,11%,2%,i,
O=C(C1=C(c2ccccc2)C(=O)c2ccccc2C1=O)c1ccccc1,25%,.,.,.,i,
N#CCC(=O)NCC1(c2ccccc2)CCCC1,0%,1%,0%,-4%,0.4%,
O=C1COc2ccc(-c3csc(NCC4CCCO4)n3)cc2N1 (stereo not drawn),6%,16%,-10%,12%,6.4%,
CC1CCCN(C(=S)NC2CCCC2)C1 (stereo not drawn),-16%,9%,1%,-6%,0.2%,
COC(=O)c1sccc1NC(=O)C1CC2CCC1C2 (stereo not drawn),-1%,32%,11%,8%,5.1%,VEEV TC-83 Vero 10K pilot screen=3.4
CCn1c(C)nc2cc(C(=O)NNC(=S)Nc3ccc(Cl)cc3)ccc21,-7%,52%,6%,2%,5.7%,
O=C1CC(c2cc(F)ccc2F)c2cc3c(cc2N1)CCC3 (stereo not drawn),0%,35%,-1%,3%,i,
CC(=O)Nc1ccc(NC(=O)Nc2ccccc2C)cc1,-1%,-12%,8%,-1%,12%,
COc1cc(CC(=O)NNC(=O)c2cccs2)cc(OC)c1OC,-7%,0%,.,-2%,i,
CCSc1cc(N2CCCC2)nc(-c2cccc(C)c2)n1,2%,5%,-4%,4%,0.3%,
O=C(COC(=O)c1ccccc1NC(=O)c1ccco1)NCc1ccc2c(c1)OCO2,9%,8%,1%,-9%,4.3%,
CC(NC(=O)Cc1cccs1)c1ccc2c(c1)OCO2 (stereo not drawn),-2%,-1%,-2%,-6%,0.4%,
O=C(CCN1C(=O)COc2ccccc21)NCCC1=CCCCC1,1%,11%,0%,7%,i,
COC(=O)CSC1=C(C#N)C(c2ccsc2)CC(=O)N1 (stereo not drawn),4%,12%,1%,2%,2.8%,VEEV TC-83 Vero 10K pilot screen=5.0
O=C(OCC(=O)c1cccs1)c1cccc(C(=O)OCC(=O)c2cccs2)n1,3%,2%,-5%,4%,0.0%,
CC(=O)Nc1ccc(S(=O)(=O)NCc2nc(-c3ccc(C)cc3)no2)cc1,-6%,-11%,-6%,2%,0.8%,
COc1ccc(CNC(=O)CN(Cc2ccc(F)cc2)C(=O)CCC(=O)Nc2nccs2)cc1,8%,4%,-1%,6%,i,
CCOC(=O)c1cc(OC(=O)c2ccccc2)n(-c2ccccc2)n1,9%,16%,-1%,4%,3.4%,
Cc1cc(-c2ccc(Cl)cc2)c2cnn(C(C)C)c2n1,-3%,41%,9%,25µM*,1.2%,
CCC(C)c1ccc(NS(=O)(=O)c2c(C)[nH]c(=O)[nH]c2=O)cc1 (stereo not drawn),-20%,-3%,2%,12%,1.1%,
O=C(c1ccc2c(=O)n3c(nc2c1)CCCCC3)N1CCN(c2ccccc2)CC1,2%,-6%,-4%,5%,1.5%,
O=C(Nc1ccc(N2CCN(C(=O)c3ccco3)CC2)cc1)c1ccc(F)cc1,12%,41%,-3%,2%,7.0%,
COC(=O)CN1C(=O)COc2ccc(S(=O)(=O)N3CCOCC3)cc21,4%,-3%,2%,0%,6.5%,
Cn1cccc1-c1cc(C(=O)N/N=C/c2cccc(O)c2)[nH]n1,13%,-14%,0%,-2%,10%,
COc1ccccc1CCC(=O)Nc1cc(S(=O)(=O)N2CCCCC2)ccc1N1CCN(C)CC1,-3%,24%,7%,2%,2.9%,
CN(Cc1ccccc1)C(=O)CN1C(=O)c2ccc([N+](=O)[O-])cc2C1=O,-5%,-2%,-12%,5%,0.2%,
CC(NC(=O)C(Cc1ccccc1)=NO)c1ccccc1 (stereo not drawn),-16%,.,.,.,4.0%,
COc1cccc(CN2CCCCC2c2cccnc2)c1 (stereo not drawn),-6%,4%,-5%,-1%,0.6%,
Cc1c(N=Nc2ccc(N(C)C)cc2)c(=O)n(-c2ccccc2)n1C,13%,.,.,.,6.3%,

# Assay outcomes as filed in PubChem BioAssay.
